Screens deposited in PubChem BioAssay by several laboratories.
Neddylation inh = inhibitors of cullin neddylation, primary screen, biochemical, TR-FRET, uHTS, NAE and Ubc12; calls only at 25 µM; hit rate 0.58% among 360,000; in the data active = inhibition above about 36%
MsrA inh = bovine MsrA enzyme inhibitors, primary screen, biochemical, absorbance, HTS; hit rate 0.75% among 360,000; inhibition, % at 15.5 µM; Methionine sulfoxide reductase A (Bos taurus); purified bovine MsrA, absorbance read-out; in the data active = inhibition above about 4.5%;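 also: 0% = vehicle wells with enzyme and 100% = reference inhibitor wells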
NRP1-CendR mod = modulators of CendR peptide binding to NRP-1, primary screen, biochemical, fluorescence polarization, uHTS | FAM-RPARPAR peptide binding to NRP-1 | inhibition, % at 25 µM | hit rate 0.85% among 360,000 | Neuropilin-1 (Homo sapiens), O14786;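 active = inhibition or corrected inhibition above about 18%, plus a signal ratio from 0.5 to 1.5, limit read from the data, passing the limit was not always enough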; also: strong numbers were not always called active
bovine MsrA act = bovine MsrA enzyme activators, primary screen, biochemical, absorbance, HTS | Methionine sulfoxide reductase A (Bos taurus) | purified bovine MsrA, absorbance read-out | activation, % at 10.6 µM | hit rate 0.3% among 360,000 | AID 602163, 2012; in the data active = activation above about 7.5%;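 also: 0% = vehicle and 100% = reference activator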
MT1-MMP act inh = blockers of MT1-MMP proenzyme processing, primary screen, HT1080 RFP-PRO-GFP cells, GFP/RFP fluorescence; Matrix metalloproteinase-14 (Homo sapiens), P50281; GFP/RFP ratio fluorescence, overnight; percent of plate control window, DMSO zero; GFP/RFP ratio change, % at 20 µM; hit rate 0.061% among 360,000; AID 651647, 2012;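 active = GFP/RFP ratio change of at least 30% with cell ATP level not reduced by more than half and red fluorescence within 50% of control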; also: strong numbers were not always called active
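Material: RFP-PRO-GFP reporter HT1080 cells. Dosing: single-point 20 µM compound, 1% DMSO. Controls: DMSO and RFP-L50D-GFP cell wells. Timing: cells overnight before dosing, compound overnight, 37 °C, 5% CO2. Measure: GFP/RFP fluorescence ratio.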
Rin1 Abl inh = inhibitors of Rin1-Abl protein binding, primary screen, biochemical, TR-FRET; Tyrosine-protein kinase ABL1 (Homo sapiens) + Ras and Rab interactor 1 (Homo sapiens), …; inhibition, % at 7.35 µM; hit rate 0.4% among 360,000; AID 588664, 2011; in the data active = inhibition above about 5%, passing the limit was not always enough
FAS TE block = FAS thioesterase domain inhibitors, primary screen, biochemical, fluorescence intensity, uHTS; recombinant FAS-TE, OMFH fluorogenic substrate, fluorescence endpoint; Fatty acid synthase (Homo sapiens), P49327; hit rate 0.67% among 360,000; inhibition, % at 15 µM; AID 602261, 2012;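 active = compounds whose normalised, plate-corrected inhibition of enzyme fluorescence in the single-dose primary screen is 50% or more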;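 also: 0% = DMSO with enzyme and 100% = substrate without enzyme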
SKN-1 block = suppressors of acrylamide-induced Pgst-4::GFP reporter in worms, primary screen, SKN-1 inhibitor project, whole organism, uHTS, GFP/RFP fluorescence ratio, strain VP596; hit rate 0.49% among 360,000; AID 624304, 2012; C. elegans VP596 Pgst-4::GFP/RFP ratio, 24 h; inhibition, % at 21.8 µM;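 active = interference check ratio from 0.5 to 1.5 plus GFP to RFP signal ratio inhibition reaching or exceeding a fixed threshold, cut at about 30% in these data, passing the limit was not always enough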; also: some compounds called inactive have numbers as strong as hits
eLon inh = inhibitors of E. coli Lon protease, primary screen, biochemical, fluorescence polarization. P0A9M0. purified E. coli Lon protease. inhibition, % at 7.94 µM. hit rate 0.42% among 360,000. AID 602123, 2011; in the data active = inhibition above about 13%, passing the limit was not always enough;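 also: 0% = enzyme with probe and DMSO and 100% = no enzyme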
Active calls of the source: *; i = inactive; / = no result given.

SMILES	Neddylation inh	MsrA inh	NRP1-CendR mod	bovine MsrA act	MT1-MMP act inh	Rin1 Abl inh	FAS TE block	SKN-1 block	eLon inh
O=C(CSc1nnc(C2CCCCC2)o1)Nc1ccccc1Cl	i	2.0	5	1	7	3	1	5	-1
O=C(N/C(=C/C=C/c1ccccc1)C(=O)N1CCCCC1)c1ccc([N+](=O)[O-])cc1	i	-0.4	5	4	-2	-1	92*	3	-3
Cc1cc(C)c(C(=O)NC2CC(C)(C)Cc3c2cnn3-c2ccccc2)o1 (configuration not stated)	i	0.4	7	-1	-5	-4	9	-2	4
CCN(CC)c1ccc(S(=O)(=O)N2CCOCC2)cc1NC(=O)CSC(=S)N1CCCC1	i	0.1	14	2	-4	2	5	-6	-7
O=C(Nc1ccccc1N1CCOCC1)c1ccc(Cl)nc1	i	1.4	-4	-13	0	-1	-11	1	-7
CCCNCc1cc(OC)c(OCC(=O)Nc2ccccc2)cc1Br	i	-0.2	-1	-2	2	2	-3	7	-1
O=C(CCn1cnnn1)Nc1cccc(F)c1	i	1.4	-2	2	2	-2	-4	-1	2
Cc1ccc(OCCNS(=O)(=O)c2ccc(N3CCCC3=O)cc2)cc1C	i	-0.1	-5	-12	4	2	3	-1	-6
O=c1c2ccccc2c(-c2ccccc2)nn1-c1ccccn1	i	1.6	1	-4	-4	-1	-6	-9	-6
CC(=O)c1cccc(NC(=O)c2cc(-c3cccs3)on2)c1	i	-0.3	-4	-2	10	-3	-3	1	-1
CCCCCCN1CC(C(=O)OCC)C(=O)C1=O (configuration not stated)	i	0.4	4	-1	-7	-2	-9	7	2
COC(=O)C(C)Sc1ccc2nnc(-c3ccccc3)n2n1 (configuration not stated)	/	-0.1	6	-11	-3	-2	-12	9	-11
Cn1cnc(S(=O)(=O)N2CCCCC2c2cc(C(=O)NCc3ccc(F)cc3)no2)c1 (configuration not stated)	i	1.3	6	-4	-2	-1	-10	1	-6
Cc1cc(C)c(C(=O)Cn2nc(C(=O)O)c3ccccc3c2=O)cc1C	i	1.1	-20	-5	2	-1	10	-2	-1
Cc1ccc(S(=O)(=O)Nc2ccc3cn[nH]c3c2)cc1	i	0.9	15	-3	3	1	-2	3	2
CN(C)S(=O)(=O)c1cccc(NC(=O)COC(=O)c2cc(-c3cccc(Br)c3)nc3ccccc23)c1	i	2.7	-1	-4	3	-4	38	2	4
O=C(CCc1ccccc1)Nc1ccc(NC(=O)c2ccco2)cc1	i	-0.2	-9	-6	2	3	-8	8	-7
O=C1NC(=S)N(c2cccc(Cl)c2)C12CCCCC2	i	-0.3	-16	-3	-2	-2	-2	15	0
CC(=O)C1=C(O)C(=O)N(c2ccc(C)cc2)C1c1ccccn1 (configuration not stated)	i	1.9	3	-4	6	-2	-6	-4	-3
CCCn1c(N)c(C(=O)CSc2nnc(C)n2Cc2ccccc2)c(=O)n(C)c1=O	i	-1.0	-1	0	0	1	-5	11	-11
COCCNC(=O)C1CCCN(c2ncccn2)C1 (configuration not stated)	i	0.3	-4	-1	-2	0	-6	6	-5
NC(=O)c1ccsc1NC(=O)c1ccc(N2CCCC2=O)cc1	i	2.7	-22	-6	-1	2	-2	1	-8
O=C(NCc1ccc(Cl)cc1)C1C2C=CC3(CN(Cc4cccnc4)C(=O)C13)O2 (configuration not stated)	i	-0.9	-7	0	2	-1	-5	13	-3
Cc1cc(Nc2nnnn2-c2ccccc2)n(-c2ccc(Cl)cc2)n1	i	-0.8	8	-12	0	-1	1	-3	5
CC(=O)Nc1ccc(S(=O)(=O)Nc2cccc(C(=O)Nc3ccccc3C(=O)O)c2)cc1	i	-0.1	-17	-2	1	-3	0	4	6
CCCOc1ccc(C(O)C(CN2CCOCC2)c2ccccc2)cc1 (configuration not stated)	i	1.4	8	0	-2	-2	-4	3	-4
O=C(/C=C/c1ccc(Cl)cc1)Nc1ccccc1N1CCOCC1	i	1.0	4	-3	2	2	5	2	-3
CC1CCN(C(C(=O)NC2CCCCC2)c2cc3c(cc2[N+](=O)[O-])OCO3)CC1 (configuration not stated)	i	0.7	6	1	-2	-1	-2	0	-6
COc1ccc(CSCC(=O)NCCC(C)C)cc1	i	0.6	1	-5	0	4	-2	-4	8
COc1ccc(NC2=CC(c3cccc(OC)c3)N(c3ccc(OC)cc3)C2=O)cc1 (configuration not stated)	i	0.2	13	-5	-99	2	8	2	-3
CC(=O)Nc1ccc(S(=O)(=O)NCC2(N3CCOCC3)CCCCC2)cc1	i	0.0	1	-12	1	3	-1	-2	-1
Cc1cc(C)nc(SCC(=O)Nc2ccc(Br)cn2)n1	i	-1.2	2	-3	-6	0	-5	-5	-5
CCOC(=O)C1=C(C)N(C)C(C)=C(C(=O)OCC)C1c1ccsc1	i	0.7	4	0	2	-1	8	6	-1
CN(C)C(=O)COC(=O)c1cccnc1Nc1ccccc1F	i	4.2	-5	-5	1	-1	-10	-1	-11
Cc1c(N(C)S(=O)(=O)c2cccc(C(=O)NCC3CCCO3)c2)c(=O)n(-c2ccccc2)n1C (configuration not stated)	i	1.2	-7	-4	-1	-2	-6	21	2
CCOC(=O)c1nc(N)c(C(=O)OCC)[nH]1	/	-0.2	21	-3	9	-1	-4	6	13
Cc1c(-c2ccccc2)nc(N)c(C#N)c1-c1ccco1	i	-1.5	-54	-3	-13	-3	-16	9	-1
O=C(CSc1n[nH]c(-c2ccccc2)n1)N1CCOCC1	i	-1.3	-5	-1	0	2	-2	19	-1
COc1cccc(NC(=O)N(CCN(C)C)C(C)c2cccnc2)c1 (configuration not stated)	i	-0.2	2	-7	2	1	-8	6	-3
O=C(c1n[nH]c2ccccc12)N1CCOCC1	i	-0.8	-12	-4	3	-1	-6	-3	-1
CCc1ccc2c(c1)C1(C(=O)N2)N2CCCC2C(C(=O)c2ccc3ccccc3c2)C12C(=O)Nc1ccccc12 (configuration not stated)	i	0.3	-14	-1	-43	-5	25	19	1
CC(C)n1c(=S)[nH]c2ccccc21	i	-0.7	9	-1	-4	-3	-1	-23	-6
CNc1[nH]c(=O)[nH]c(=O)c1N=Nc1cc(Cl)ccc1Cl	i	0.3	-9	-3	2	-1	2	5	0
CCOc1ccc(-c2cnc(SCC(N)=O)nc2N)cc1	i	0.1	4	-11	0	1	-9	-5	-11
CC(C)NC(=O)COc1ccc(OCc2ccccc2)cc1	i	0.8	-2	-2	3	1	6	8	13
CCOC(=O)c1cc(-c2ccccc2)n(CCC(=O)O)c1C	i	-0.5	2	-1	9	1	-7	7	-5
O=C(NCC(O)c1ccc([N+](=O)[O-])cc1)c1cccc(S(=O)(=O)N2CCCC2)c1 (configuration not stated)	i	0.6	14	-4	5	5	-1	6	2
O=C(CSCc1ccccc1Br)N/N=C/c1ccccc1C(=O)O	i	1.5	-12	-2	3	4	-1	-3	-4
Cc1cc(C)c(S(=O)(=O)N2CCN(c3ccc([N+](=O)[O-])c(NCC4CCCO4)c3)CC2)c(C)c1 (configuration not stated)	i	-1.0	1	0	8	1	42	7	5
S=C(Nc1cccnc1)Nc1ccccn1	i	/	0	-1	-2	0	-1	-14	-4
Cc1ccc(NC(=O)c2ccc(=O)[nH]c2)cc1S(=O)(=O)N1CCCCCC1	i	0.0	1	-2	8	0	-8	-4	3
O=C(Cn1cnc([N+](=O)[O-])c1)c1ccc(Cl)cc1	i	-0.2	4	-2	4	2	-5	17	2
CCC(=O)NC(=S)Nc1ccc(NC(=O)c2ccc(OC)cc2)cc1	i	-0.5	-14	2	6	-4	-6	-8	-15
CCCCN1CCCCC1(C)C(=O)NCc1cccc(OC)c1 (configuration not stated)	i	1.3	-11	1	-1	-1	-4	10	-4
O=C(O)CCc1nc2cc(C(F)(F)F)ccc2n(Cc2ccccc2)c1=O	i	0.8	-3	0	-4	1	1	1	1
CCN(CC)C(=O)CN1C(=O)COCC1=O	i	0.0	14	0	1	0	-6	6	0
O=C(/C=C/Nc1ccc(Br)cn1)c1cccc(OC(F)F)c1	i	1.3	-8	-4	0	2	20	-2	-6
C=CCSC(=S)Nc1c(C)n(C)n(-c2ccccc2)c1=O	i	2.3	3	-3	-2	5	-2	-16	-3
COc1ccc(C(=O)/C=C2\C(=O)Nc3ccc(Br)cc32)cc1	i	0.4	-10	-2	3	5	2	6	0
CC(C)C[C@H](NC(=O)c1nc[nH]c1C(=O)N[C@@H](CC(C)C)C(=O)OC(C)(C)C)C(=O)OC(C)(C)C	i	1.4	-15	-3	-48	2	8	10	1
The results go on:
SMILES	Neddylation inh	MsrA inh	NRP1-CendR mod	bovine MsrA act	MT1-MMP act inh	Rin1 Abl inh	FAS TE block	SKN-1 block	eLon inh
Fc1cccc(CSc2nc3ncccc3[nH]2)c1	i	-0.8	10	-2	4	-2	-7	-4	-4
O=C(Nc1nccs1)C(c1ccccc1)N1CCCCC1 (configuration not stated)	i	-0.3	2	-1	3	-7	0	-3	0
CCN1/C(=C/c2cccc[n+]2C)Sc2ccc(OC)cc21	i	0.1	-2	-1	-81	-15	-4	4	-5
Cc1nc2ccc(NS(=O)(=O)c3cccc([N+](=O)[O-])c3)cc2s1	i	-1.4	12	-2	8	1	7	12	1
Cc1ccccc1-c1nn(-c2ccccc2)cc1C(=O)NCC(c1ccco1)N1CCCC1 (configuration not stated)	i	0.0	-15	-3	-1	1	10	-1	-4
COc1cccc(C2c3c(-c4cc(Cl)c(C)cc4O)n[nH]c3C(=O)N2Cc2cccnc2)c1 (configuration not stated)	i	-1.0	5	0	0	4	-101	11	-1
Cc1ccc(NC(=O)Nc2ccc([N+](=O)[O-])cc2)nc1	i	2.1	9	1	-8	1	2	-4	-7
CCC1CN(C(=O)N2CCC(C(=O)NCc3ccccc3C)CC2)c2ccccc2O1 (configuration not stated)	i	-0.8	12	-3	4	0	0	13	-4
CCn1c(SCc2ccc(C(=O)OC)o2)nc2sc3c(c2c1=O)CCCC3	i	1.9	-8	-1	-6	1	28	12	-1
CCOC(=O)c1cc(-c2ccc([N+](=O)[O-])cc2)nc2c1c(=O)[nH]c(=O)n2Cc1ccccc1	i	0.7	-3	-1	2	2	-4	-6	-11

The order is random. About 4.2% of those tested had a hit in this group.
